TcdB inh: TcdB glycohydrolase inhibitors, primary screen, biochemical, single point, plate reader. TcdB glycohydrolase enzymatic assay. AID 652162, 2013. Toxin B (Clostridioides difficile), P18177. actives 0.24% (n = 350,000). inhibition, % at 9.99 µM; in the data active means inhibition above about 10%
Active calls of the source: *; & = joins results of further samples.

SMILES	TcdB inh
C[C@H](CO)N1C[C@H](C)[C@@H](CN(C)CC2CCCC2)Oc2ncc(C#C[C@@H](C)O)cc2C1=O	0.0
CC(C)C#Cc1cnc2c(c1)C(=O)N([C@H](C)CO)C[C@H](C)[C@H](CN(C)C(=O)c1cccnc1)O2	1.5
C[C@H](CO)N1C[C@H](C)[C@@H](CN(C)Cc2ccc(-c3ccccc3)cc2)Oc2ccc(NC(=O)Nc3ccc(C(F)(F)F)cc3)cc2CC1=O	-0.1
O=C(NC[C@H]1[C@H](c2ccccc2)[C@H](CO)N1C(=O)Cc1ccncc1)C1CCC1	-1.2
O=C(NCC[C@@H]1CC[C@@H](NS(=O)(=O)c2ccccc2)[C@@H](CO)O1)c1ccccc1F	0.9
COc1ccc(NC(=O)O[C@@H](c2ccc(OC)c(O)c2)[C@H](CCO)OC)cc1	1.3
Cc1noc(C)c1S(=O)(=O)Nc1ccc2c(c1)C(=O)N([C@H](C)CO)C[C@H](C)[C@@H](CN(C)S(=O)(=O)c1ccc(Cl)cc1)OCCCC[C@H](C)O2	-0.2
Cc1noc(C)c1NC(=O)N(C)C[C@@H]1OCCCC[C@H](C)Oc2ccc(NC(=O)CCC(F)(F)F)cc2C(=O)N([C@H](C)CO)C[C@H]1C	-0.4
COCCNC(=O)C[C@H]1CC[C@@H](NC(=O)NC2CCCC2)[C@@H](CO)O1	-0.1
O=C(NC[C@@H]1CC[C@@H]2[C@@H](CN2Cc2ccccc2F)O1)C1CCCCC1	-0.9
C[C@H]1CN([C@@H](C)CO)S(=O)(=O)c2ccc(-c3cncnc3)cc2O[C@H]1CN(C)C(=O)Cc1cccnc1	0.4
CCCC#Cc1ccc2c(c1)O[C@@H](CN(C)C(C)=O)[C@@H](C)CN([C@H](C)CO)S2(=O)=O	0.3
C[C@@H]1CN([C@@H](C)CO)C(=O)c2cc(C#Cc3ccc(F)cc3)cnc2O[C@H]1CN(C)CC1CCOCC1	0.6
CCS(=O)(=O)N1CCCCN2[C@H](C1)[C@@H](c1ccc(C#Cc3ccccc3OC)cc1)[C@@H]2CO	-0.5
C[C@H]1CN([C@@H](C)CO)C(=O)Cc2cc(NC(=O)Nc3ccc(C(F)(F)F)cc3)ccc2O[C@@H]1CN(C)Cc1ccc(Cl)c(Cl)c1	-0.7
CO[C@H]1CN(C)C(=O)c2ccc(NC(C)=O)cc2OC[C@@H](C)NC[C@H]1C	0.5
O=C(N[C@H]1C=C[C@@H](CC(=O)N2CCOCC2)O[C@H]1CO)c1cccc(F)c1	-1.2
O=C(C[C@@H]1C=C[C@@H](NC(=O)C2CCC2)[C@@H](CO)O1)NC1CCCCC1	-4.6
COCC(=O)N[C@@H]1CC[C@H](CC(=O)NCc2ccccc2OC)O[C@H]1CO	-2.1
Cc1noc(C)c1S(=O)(=O)N(C)C[C@H]1OCCCC[C@@H](C)Oc2ccc(NC(=O)c3ccccc3)cc2C(=O)N([C@@H](C)CO)C[C@H]1C	0.0
COc1cccc(S(=O)(=O)N[C@@H]2CC[C@@H](CCn3cc(-c4ccccn4)nn3)O[C@H]2CO)c1	-0.1
O=C(Cc1ccncc1)NCC[C@H]1CC[C@@H](NC(=O)C2CCCCC2)[C@H](CO)O1	-0.1
CC(C)NC(=O)Nc1ccc2c(c1)CC(=O)N([C@@H](C)CO)C[C@@H](C)[C@H](CN(C)Cc1ccc(C(F)(F)F)cc1)O2	-0.6
CN1C(=O)c2cc(NC(=O)c3ccc(C(F)(F)F)cc3)ccc2OC[C@@H]2O[C@H](CC(=O)O)CC[C@H]21	1.5
C[C@H](CO)N1C[C@H](C)[C@H](CN(C)C(=O)Nc2ccccc2)OCCCC[C@H](C)Oc2ccc(NC(=O)Nc3ccccc3)cc2C1=O	-4.9
C[C@H](CO)N1C[C@H](C)[C@@H](CN(C)S(=O)(=O)c2cccs2)Oc2c(NC(=O)C3CCOCC3)cccc2C1=O	-0.1
CN(C)C(=O)C[C@@H]1C=C[C@H](NC(=O)c2ccc(F)cc2)[C@H](CO)O1	0.4
C[C@@H]1CN([C@@H](C)CO)C(=O)c2cc(NS(C)(=O)=O)ccc2O[C@@H](C)CCCCO[C@H]1CN(C)C(=O)CCCN(C)C	-0.4
N#C[C@H]1[C@@H](c2ccc(C3=CCCC3)cc2)[C@H](CO)N1C(=O)NC1CCCC1	0.8
O=C(CN1CCOCC1)NCC[C@H]1CC[C@H](NC(=O)Nc2ccccc2)[C@@H](CO)O1	0.3
CC(C)NC(=O)N1[C@@H]2CN(C(=O)Nc3cccc(Cl)c3)c3ccccc3[C@@H]2[C@@H]1CO	-0.4
CCCNC(=O)N(C)C[C@H]1Oc2cc(C#Cc3ccccn3)ccc2S(=O)(=O)N([C@H](C)CO)C[C@H]1C	-1.2
CN1C(=O)c2cc(NC(=O)C3CC3)ccc2OC[C@H]2O[C@@H](CC(=O)NCc3ccccc3F)CC[C@H]21	0.6
COC(=O)[C@H]1[C@H](CO)[C@H]2Cn3c(ccc(-c4cccc(F)c4)c3=O)[C@H]2N1S(C)(=O)=O	-0.4
Cc1ccc(S(=O)(=O)N(C)C[C@H]2OCCCC[C@H](C)Oc3ccc(NC(=O)Nc4ccc(C(F)(F)F)cc4)cc3C(=O)N([C@@H](C)CO)C[C@@H]2C)cc1	-0.8
CCCC#Cc1cnc2c(c1)C(=O)N([C@@H](C)CO)C[C@@H](C)[C@@H](CN(C)Cc1ccncc1)O2	0.0
C[C@@H]1CN([C@H](C)CO)S(=O)(=O)c2ccc(-c3ccc(C(=O)N(C)C)cc3)cc2O[C@H]1CN(C)C(=O)Nc1ccccc1F	0.4
COCC(=O)N1[C@H](CO)[C@H](c2ccccc2C2=CCCCC2)[C@@H]1C#N	-0.9
O=C(C[C@H]1CC[C@H](NS(=O)(=O)c2ccccc2)[C@H](CO)O1)NCc1ccccc1F	-0.1
C[C@@H]1CN([C@H](C)CO)C(=O)CCCn2cc(nn2)CO[C@H]1CN(C)Cc1cccc(O)c1	-1.4

The list goes on; the last two above are carried over.
SMILES	TcdB inh
O=C(C[C@H]1CC[C@H](NS(=O)(=O)c2ccccc2)[C@H](CO)O1)NCc1ccccc1F	-0.1
C[C@@H]1CN([C@H](C)CO)C(=O)CCCn2cc(nn2)CO[C@H]1CN(C)Cc1cccc(O)c1	-1.4
C[C@H](CO)N1C[C@H](C)[C@H](CN(C)Cc2ccc3c(c2)OCO3)Oc2ncc(Br)cc2C1=O	0.2&-0.6
CN(C)C(=O)c1ccc(-c2ccc3c(c2)[C@@H]2[C@@H](CCN2C(=O)C2CCCC2)[C@@H](CO)N3C)cc1	-0.9
O=C1CN(S(=O)(=O)Cc2ccccc2)C[C@@H]2[C@@H](c3ccc(C#Cc4cccc(F)c4)cc3)[C@H](CO)N12	0.0
COc1ccc2c3c([nH]c2c1)[C@H](CO)N(C(=O)C1CC1)CC31CN(C(=O)NC(C)C)C1	-0.1
O=C(N[C@H]1CC[C@@H](CCn2cc(-c3ccccc3F)nn2)O[C@H]1CO)c1ccc2c(c1)OCO2	0.3
O=C(C1CCCC1)N1CC(=O)N2[C@H](C1)[C@@H](c1ccc(C#CCc3ccccc3)cc1)[C@@H]2CO	-0.4
COc1cccc(C#Cc2cnc3c(c2)C(=O)N([C@@H](C)CO)C[C@H](C)[C@H](CN(C)C)O3)c1	1.9
O=C(C[C@@H]1C=C[C@@H](NC(=O)C2CC2)[C@@H](CO)O1)NCc1ccncc1	1.0
O=C(c1ccccn1)N1C[C@H]2[C@@H](c3ccccc31)[C@@H](CO)N2C(=O)c1ccccn1	-0.8
C[C@@H]1CN([C@@H](C)CO)C(=O)c2cc(C#CCN(C)C)cnc2O[C@@H]1CN(C)C(=O)Cc1ccncc1	-1.7
C[C@H](CO)N1C[C@H](C)[C@H](CN(C)S(=O)(=O)c2ccc(C#N)cc2)OCc2ccccc2-c2ccccc2C1=O	1.6
Cc1noc(C)c1S(=O)(=O)Nc1ccc2c(c1)C(=O)N([C@@H](C)CO)C[C@H](C)[C@@H](CN(C)C(=O)Nc1ccc(C(F)(F)F)cc1)O2	1.4
C[C@@H](O)C#Cc1ccc([C@@H]2[C@@H](CO)N3CCCCN(CC4CC4)C[C@H]23)cc1	-0.9
CNC[C@H]1Oc2c(NS(=O)(=O)c3ccccc3)cccc2C(=O)N([C@@H](C)CO)C[C@@H]1C	-0.4
CC(C)NC(=O)N(C)C[C@H]1OCCCC[C@@H](C)Oc2ccc(NC(=O)c3ccncc3)cc2C(=O)N([C@H](C)CO)C[C@H]1C	-0.2
C[C@H](CO)N1C[C@H](C)[C@@H](CN(C)S(=O)(=O)c2cn(C)cn2)Oc2ccc(NC(=O)CCCCCC(=O)Nc3ccccc3N)cc2CC1=O	-5.1
O=C(C[C@H]1CC[C@@H]2[C@H](COC[C@H](O)CN2S(=O)(=O)c2ccccc2)O1)N1CCc2ccccc2C1	-0.3
C[C@@H]1CN([C@@H](C)CO)S(=O)(=O)c2ccc(Br)cc2O[C@@H]1CN(C)S(=O)(=O)c1ccccc1	1.1
Cc1noc(C)c1S(=O)(=O)Nc1cccc2c1O[C@@H](CN(C)Cc1ccc(Cl)c(Cl)c1)[C@@H](C)CN([C@H](C)CO)C2=O	0.4
O=C(Cc1ccncc1)N1CCCCN2[C@@H](CO)[C@@H](c3ccc(C#CC4(O)CCCC4)cc3)[C@@H]2C1	-0.3

Fetched one by one from above:
SMILES	TcdB inh
CN(C)C(=O)c1ccc(-c2ccc3c(c2)[C@@H]2[C@@H](CCN2C(=O)C2CCCC2)[C@@H](CO)N3C)cc1	-0.9
O=C1CN(S(=O)(=O)Cc2ccccc2)C[C@@H]2[C@@H](c3ccc(C#Cc4cccc(F)c4)cc3)[C@H](CO)N12	0.0

Other entries:
SMILES	TcdB inh
CCCC(=O)Nc1ccc2c(c1)OC[C@@H](C)N(Cc1ccc(-c3ccccn3)cc1)C[C@H](C)[C@@H](OC)CN(C)C2=O	-18.0
N#C[C@H]1[C@@H](c2ccccc2)[C@H](CO)N1C(=O)c1cccnc1	-0.2
C[C@@H]1CN([C@@H](C)CO)C(=O)CCCn2nncc2CO[C@H]1CN(C)Cc1ccccc1O	-1.1
C[C@@H]1CCCCO[C@@H](CN(C)C(=O)Nc2cccc3ccccc23)[C@H](C)CN([C@H](C)CO)C(=O)c2cc(NS(C)(=O)=O)ccc2O1	0.5
COCC(=O)Nc1ccc2c(c1)C(=O)N(C)C[C@H](OC)[C@@H](C)CN(Cc1cccc(F)c1)[C@@H](C)CO2	-0.9
C[C@@H]1CN([C@H](C)CO)C(=O)c2cc(NC(=O)CCCN(C)C)ccc2O[C@@H]1CN(C)S(C)(=O)=O	0.7
O=C(C[C@H]1CC[C@@H](NC(=O)c2cccc(F)c2)[C@@H](CO)O1)NCCN1CCCC1	-3.1
COc1ccc(NC(=O)Nc2ccc3c(c2)C(=O)N([C@@H](C)CO)C[C@H](C)[C@H](CN(C)S(C)(=O)=O)O3)cc1	0.5
CCCN1[C@@H]2c3ccc(-c4ccccc4F)c(=O)n3C[C@@H]2[C@@H](CO)[C@@H]1C(=O)N1CCOCC1	-6.4
CO[C@H]1CN(C)C(=O)c2ccc(NC(=O)NC(C)C)cc2OC[C@@H](C)NC[C@H]1C	0.7
COC(=O)C[C@@H]1C[C@H]2c3cc(NC(=O)c4cccnc4)ccc3O[C@H]2[C@H](CO)O1	-0.5
CCC(=O)N1[C@@H](CO)[C@@H](c2ccccc2)C12CN(C(=O)NC1CCCC1)C2	-6.8
Cc1noc(C)c1NC(=O)N(C)C[C@H]1Oc2ccc(NS(=O)(=O)c3c(C)noc3C)cc2CC(=O)N([C@H](C)CO)C[C@@H]1C	-0.6
COc1ccc(S(=O)(=O)N(C)C[C@@H]2OCCCC[C@H](C)Oc3ccc(NS(=O)(=O)c4cn(C)cn4)cc3C(=O)N([C@@H](C)CO)C[C@@H]2C)cc1	-1.1
COCCNC(=O)C[C@H]1CC[C@H]2[C@@H](COc3ccc(NC(=O)COC)cc3C(=O)N2C)O1	0.9
C[C@H]1CCCCO[C@H](CN(C)Cc2ccncc2)[C@@H](C)CN([C@@H](C)CO)C(=O)c2cc(NC(=O)Nc3ccccc3)ccc2O1	-0.2
COCC(=O)N1CC(=O)N2[C@@H](CO)[C@H](c3ccc(-c4ccccc4)cc3)[C@@H]2C1	1.2
C[C@H](CO)N1C[C@H](C)[C@H](CN(C)Cc2ccc(Oc3ccccc3)cc2)Oc2ccc(NC(=O)C3CC3)cc2C1=O	0.5
Cc1ccc(S(=O)(=O)N(C)C[C@H]2Oc3ncc(-c4ccncc4)cc3C(=O)N([C@H](C)CO)C[C@@H]2C)cc1	-0.2
O=S(=O)(c1ccccc1)N1CC[C@@H]2[C@H]1c1cc(C#Cc3ccccc3F)ccc1N[C@@H]2CO	-1.5
C[C@@H]1CN([C@@H](C)CO)C(=O)Cc2cc(NS(=O)(=O)c3ccc(Cl)cc3)ccc2O[C@H]1CN(C)C(=O)NC1CCCCC1	0.0
COc1cccc(CN2[C@H](CO)[C@@H](c3ccccc3)C23CN(C(=O)C2CCOCC2)C3)c1	-0.1
C[C@H](CO)N1C[C@H](C)[C@@H](CN(C)S(=O)(=O)c2ccccc2)OCCCC[C@H](C)Oc2ccc(NC(=O)Cc3ccccc3)cc2C1=O	-0.8

Filtered by structure: those above containing two or more sulfur atoms (4)
SMILES	TcdB inh
Cc1noc(C)c1S(=O)(=O)Nc1ccc2c(c1)C(=O)N([C@H](C)CO)C[C@H](C)[C@@H](CN(C)S(=O)(=O)c1ccc(Cl)cc1)OCCCC[C@H](C)O2	-0.2
C[C@H](CO)N1C[C@H](C)[C@@H](CN(C)S(=O)(=O)c2cccs2)Oc2c(NC(=O)C3CCOCC3)cccc2C1=O	-0.1
C[C@@H]1CN([C@@H](C)CO)S(=O)(=O)c2ccc(Br)cc2O[C@@H]1CN(C)S(=O)(=O)c1ccccc1	1.1
COc1ccc(S(=O)(=O)N(C)C[C@@H]2OCCCC[C@H](C)Oc3ccc(NS(=O)(=O)c4cn(C)cn4)cc3C(=O)N([C@@H](C)CO)C[C@@H]2C)cc1	-1.1

Screening results deposited in PubChem BioAssay by Broad Institute.

This is a subset (hit frequency here may not be typical).
